Source: PubChem
CHO-K1 Ca PAM = nonselective activator or artifact in parental CHO-K1 calcium assay; ATP EC20, Fluo-8 calcium fluorescence; 0% at ATP EC20, 100% at ATP max; activation, % at 3 µM; 0.02% of 360,000 active; AID 602247;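 active = activation above the run cutoff, the mean activation of all test compounds plus 3 SD, cut at about 40% in these data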;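 also: peak over basal fluorescence ratio in a 140 s read after ATP addition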
TAAR1 antagonist = antagonists of human TAAR1. Q96RJ0. CHO RD-HGA16 TAAR1, Fluo-8 calcium fluorescence, antagonist. inhibition, % at 3 µM. 1.5% of 360,000 active. AID 624466;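 active = inhibition above a per-plate cutoff, the mean inhibition of test compounds on that plate plus 3 SD, cut at about 49% in these data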;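 also: 0% = DMSO plus EC80 beta-PEA response and 100% = DMSO alone without agonist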
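Test system – hTAAR1-expressing CHO RD-HGA16 cells, Gα16-coupled · Reagent – β-PEA at EC80 concentration, post-compound challenge · Compound dosing – 3 µM, single point · Timing – 140 s kinetic read after compound, 140 s after agonist · Detection – Fluo-8 intracellular calcium dye fluorescence, real-time kinetic reads · Control set – DMSO and EC80 PEA controls · Repeats – n of 1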
TAAR1 ag = human TAAR1 agonism. 0.99% of 360,000 active. Q96RJ0. CHO RD-HGA16 TAAR1, Fluo-8 calcium fluorescence; vehicle wells 0%, saturating PEA agonist 100%. activation, % at 3 µM;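 active = activation above the mean activation of all test compounds in the run plus 3 SD, cut at about 38% in these data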
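test system = CHO RD-HGA16 cells carrying human TAAR1 plus Gα16 | schedule = 17-24 h seeding, 75 min 37 °C dye, 30 min RT | compound dosing = 3 µM single concentration | control set = DMSO and PEA EC100 | replicates = n 1 | signal = Fluo-8 fluorescence, 5 s baseline then 140 s kinetic read | measure = percent activation vs PEA EC100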
M1 ag = agonists of human M1 muscarinic receptor; 0.33% of 360,000 active; P11229; AID 588814; CHO-K1 hM1, Fluo-8 calcium fluorescence, agonist mode; 0% DMSO, 100% acetylcholine EC100; activation, % at 3 µM;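 active = activation above the run's mean compound activation plus 3 SD, cut at about 16% in these data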;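 also: peak over basal fluorescence ratio within a 140 s kinetic read after compound addition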
Target sequence (P11229 whole entry, looked up): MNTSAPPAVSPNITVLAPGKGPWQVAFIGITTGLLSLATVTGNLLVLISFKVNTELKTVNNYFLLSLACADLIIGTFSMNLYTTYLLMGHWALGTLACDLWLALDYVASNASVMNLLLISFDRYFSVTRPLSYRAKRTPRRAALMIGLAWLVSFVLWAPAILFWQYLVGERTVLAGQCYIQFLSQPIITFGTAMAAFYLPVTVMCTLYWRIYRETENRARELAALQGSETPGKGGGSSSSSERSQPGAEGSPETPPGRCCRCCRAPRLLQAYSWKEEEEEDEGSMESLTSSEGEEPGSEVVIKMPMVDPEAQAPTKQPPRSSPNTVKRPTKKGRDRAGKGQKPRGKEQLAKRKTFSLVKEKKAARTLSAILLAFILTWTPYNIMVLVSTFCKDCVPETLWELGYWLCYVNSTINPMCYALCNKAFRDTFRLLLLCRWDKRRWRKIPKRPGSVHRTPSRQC
M1 ag parental = counter-screen for M1 agonists: effect in parental CHO-K1 cells | Fluo-8 calcium fluorescence; scaled to maximal ATP response, vehicle zero | activation, % at 3 µM | 0.48% of 360,000 active; in the data active = activation above about 15%;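 also: untransfected CHO-K1 host cells lacking M1 receptor as counterscreen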
CHO-K1 Ca antag = counter-screen for M1 antagonists: effect in parental CHO-K1 cells; ATP-induced calcium, Fluo-8 fluorescence; inhibition, % at 3 µM; 0.6% of 360,000 active;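 active = inhibition above a per-plate cutoff, the plate's mean sample inhibition plus 3 SD, cut at about 24% in these data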;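 also: 0% = DMSO plus EC80 ATP and 100% = DMSO alone without ATP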
CHO parental Ca = counter-screen: ATP calcium response change in parental CHO cells; parental CHO-K1, ATP-induced calcium, Fluo-8 fluorescence; inhibition, % at 5.6 µM; 0.63% of 330,000 active; AID 463079;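 active = inhibition above that plate's mean sample inhibition plus 3 SD, cut at about 26% in these data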;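 also: 0% = ATP-challenged DMSO wells and 100% = DMSO wells without ATP; some compounds past the cut are filed as inactive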
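Material: Parental CHO cells | Reagent: ATP | Compound dosing: Single nominal dose of 5.6 µM per compound | Detection: Intracellular calcium via Fluo-8 no-wash fluorescent dye | Read-out: % inhibition of ATP-induced calcium mobilization | Benchmarks: Low control ATP plus DMSO, high control DMSO only | Replicates: Singlicate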
V1R ag counter = activates human V1a receptor in oxytocin agonist counter-screen | P37288 | CHO-V1R cells, Fluo-8 calcium fluorescence, agonist mode; 0% DMSO, 100% 3 nM vasopressin | activation, % at 3 µM | 0.25% of 320,000 active;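 active = activation above the mean activation of all tested compounds plus 3 SD, per screening run, cut at about 20% in these data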;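 also: signal is peak over basal fluorescence ratio across a 100 second FLIPR read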
Target sequence (P37288 whole entry, looked up): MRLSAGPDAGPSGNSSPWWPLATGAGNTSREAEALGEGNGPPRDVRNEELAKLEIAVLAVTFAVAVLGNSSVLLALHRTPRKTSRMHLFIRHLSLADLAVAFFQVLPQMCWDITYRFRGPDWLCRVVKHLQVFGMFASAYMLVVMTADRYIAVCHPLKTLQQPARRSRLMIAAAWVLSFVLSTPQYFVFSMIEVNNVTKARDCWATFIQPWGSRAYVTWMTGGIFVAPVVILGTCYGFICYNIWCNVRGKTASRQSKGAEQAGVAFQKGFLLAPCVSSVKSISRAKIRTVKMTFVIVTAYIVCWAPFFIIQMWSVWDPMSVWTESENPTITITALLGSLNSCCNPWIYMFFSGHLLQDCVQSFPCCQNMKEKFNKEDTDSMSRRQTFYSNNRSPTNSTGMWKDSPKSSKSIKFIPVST
OXTR potentiate = potentiates the human oxytocin receptor response; activation, % at 3 µM; CHO-OTR cells, Fluo-8 calcium fluorescence, potentiator mode; 0% = oxytocin EC15, 100% = EC100; 0.061% of 320,000 active; P30559;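 active = activation above that plate's cutoff, the mean activation of tested compounds plus 3 SD, cut at about 6.6% in these data, passing the limit was not always enough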;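 also: 100% uses oxytocin at 75 nM as the full agonist control; some results filed as inactive read as strong as hits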
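System: human OTR in CHO cells; Also added: sub-maximal oxytocin, roughly EC15; Timing: compound 6 min at room temperature before oxytocin, 100 s read; Technique: Fluo-8 intracellular calcium fluorescence, ex 470-495, em 515-575 nm; Controls: oxytocin EC15 low and EC100 high; Replication: singlicate.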
The depositor's hits bear a star; · = no result given. No enrichment for hits. About 3.3% of those tested had a hit in this group.

SMILES	CHO-K1 Ca PAM	TAAR1 antagonist	TAAR1 ag	M1 ag	M1 ag parental	CHO-K1 Ca antag	CHO parental Ca	V1R ag counter	OXTR potentiate
CN(C(=O)c1cccc(NC(=O)Cc2ccc(NC(=O)C3CCN(C(=O)CCc4ccccc4)CC3)cc2)c1)C1CC1	23	-5	-1	-9	0.7	-20	·	·	·
CCOCCN(C(=O)c1ccccc1Cl)c1cccc(C)c1C	7	-13	0	-3	0.8	0	-21	-1.1	1
COc1ccccc1NC(=O)Cn1c(C)cc(=O)c2cccc(OC)c21	-9	35	14	-1	12	14	-5	7.2	-18
Cc1ccc(S(=O)(=O)NCCCn2ccnc2)cc1C(=O)NC(C)C	3	0	-1	-3	0.3	-11	-3	0.1	-1
CCc1cc2c(=O)c(-c3nc4ccccc4n3C)c(COCC(=O)O)oc2cc1OC(=O)C(C)(C)C	16	-6	2	-6	2.7	3	-25	0.3	-4
CC(=O)Nc1ccc(NC(=O)Cn2c(=O)n(-c3ccccc3)c(=O)c3oc4ccccc4c32)cc1	17	-11	-1	1	15*	1	-10	0.2	-3
O=C(CCCN1C(=O)c2ccccc2C1=O)NCCc1ccc(OC(F)F)cc1	10	7	-2	-4	3.8	-13	-3	3.1	-11
NC(=O)c1cc(S(=O)(=O)Nc2ccc(OC(F)(F)F)cc2)cs1	8	-3	9	2	10	7	-5	1.9	-4
CCCNC(=S)NC1CC2CCC(C1)N2Cc1ccccc1 (configuration not stated)	3	-17	12	-8	-0.3	-8	-1	3.0	-3
O=S(=O)(NCCN1CCOCC1)c1ccc(-c2ccc(S(=O)(=O)NCCN3CCOCC3)cc2)cc1	16	-1	1	-3	2.4	-15	-5	-0.5	-5

Continued; the last three above are carried over.
SMILES	CHO-K1 Ca PAM	TAAR1 antagonist	TAAR1 ag	M1 ag	M1 ag parental	CHO-K1 Ca antag	CHO parental Ca	V1R ag counter	OXTR potentiate
NC(=O)c1cc(S(=O)(=O)Nc2ccc(OC(F)(F)F)cc2)cs1	8	-3	9	2	10	7	-5	1.9	-4
CCCNC(=S)NC1CC2CCC(C1)N2Cc1ccccc1 (configuration not stated)	3	-17	12	-8	-0.3	-8	-1	3.0	-3
O=S(=O)(NCCN1CCOCC1)c1ccc(-c2ccc(S(=O)(=O)NCCN3CCOCC3)cc2)cc1	16	-1	1	-3	2.4	-15	-5	-0.5	-5
COC(=O)C(C)(C)ONC(=O)Nc1ccc(Br)cc1	24	6	7	-9	0.0	0	-6	0.5	0
CC(C)CC(C)c1cc(N)nc2nc3ccccc3n12 (configuration not stated)	13	-18	28	-11	0.2	-8	-24	0.2	4
Clc1ccc(-c2nc3nc4ccccc4nc3n2Cc2ccco2)cc1	15	1	5	-5	0.6	-6	2	-0.9	-21
CCOC(=O)c1noc(C)c1C(=O)Nc1nc(C)cc(C)n1	16	-5	2	-8	0.0	-5	-4	0.7	-6
CC[C@]12c3[nH]c4ccccc4c3CCN1C(=O)C(CC(=O)NCCc1ccccn1)C[C@@H]2C(=O)N1CCN(C(=O)C2CC2)CC1 (some centres not stated)	-4	-12	21	-3	-0.2	-2	-9	1.1	1
Cc1cc(N/C=C\c2nnnn2-c2ccccc2)no1	-4	2	1	-6	-0.1	7	-11	-0.7	-3
S=c1[nH]ccn1-c1ccccc1Cl	20	-23	1	-3	0.8	-6	-3	-1.3	-7
Cc1ccc2[nH]cc(CCNC(=O)c3ccc4c(c3)OCO4)c2c1	9	-6	4	-2	2.4	-9	-10	1.6	-7
O=C(CCc1nnc(Cc2cccc(C(F)(F)F)c2)o1)NC1CC1	-10	9	1	-5	2.9	9	-6	1.6	-1
C=CCc1ccc(OCCOCCN(C)C)c(OC)c1	12	-4	15	-3	-0.1	-1	-10	-0.4	-6
O=[N+]([O-])c1ccc(Cl)c(CN2CCCCCC2)c1	12	-8	4	-6	-0.8	-11	-11	-0.2	-7
COc1cc(C(=O)N2CCCN(c3nc4cc(C)ccc4cc3C#N)CC2)cc(OC)c1OC	·	4	8	·	·	·	-30	1.3	-12
COCCCNC(=O)CNC(=S)N(Cc1cc(OC)c(OC)c(OC)c1)C1CCCC1	-2	-10	3	-5	0.1	7	-7	-0.9	-17
O=C1NC[C@@H](CCCCN2C[C@H](Cc3ccccc3)N(CCc3ccccc3)C(=O)C2=O)N(Cc2ccccc2)C1=O	13	-2	0	·	0.4	-19	·	·	·
O=C1c2oc3ccccc3c(=O)c2C(c2cccc(O)c2)N1c1ccccn1 (configuration not stated)	23	-8	1	0	0.4	-8	-11	-0.2	3
O=C(O)CCCC(=O)Nc1cccc([N+](=O)[O-])c1	15	0	3	-8	0.2	-11	-11	-0.3	-4
CNC(=O)c1c(NC(=O)CS(=O)(=O)c2ccc(F)cc2)sc(C)c1C	10	-18	5	-1	1.5	4	-15	2.1	-4
CN=C(Nc1ccc(C(=O)OC)s1)c1ccccc1	4	11	5	-3	-0.1	-5	-6	-0.3	-7
COc1ccc2nc3oc(C(=O)N4CCN(c5cccc(C(F)(F)F)c5)CC4)cc3cc2c1	21	7	5	-4	0.3	-8	0	1.4	-9
COc1cccc(CN2CCC(n3nccc3NC(=O)CCCc3ccccc3)CC2)c1O	18	13	2	-2	7.4	-21	-18	3.0	-9
O=c1c2oc3ccccc3c2ncn1Cc1ccc(Cl)cc1	10	-9	6	-5	1.3	-11	-19	0.1	-8
Fc1ccccc1CNC(=S)NCc1ccc(Cl)cc1	11	5	8	-2	2.0	-6	3	5.3	-13
O=C(CCc1nc2ccccc2s1)OCC(=O)c1ccc[nH]1	-6	-18	2	-3	0.5	-10	-6	0.5	-4
Cc1cccc(COCC(Cc2ccccc2)N2CCN(C(=O)c3ccc(Cl)c(Cl)c3)CCC2=O)c1 (configuration not stated)	-3	6	2	-1	0.1	0	-31	1.9	0
COc1ccc(OCCOC(=O)CNC(=O)c2ccc(F)cc2)cc1	12	-15	-1	-4	0.6	-11	·	·	·
COC(=O)c1nn(-c2ccc(Cl)cc2)c(=O)cc1Sc1ccccn1	-7	-3	12	-2	0.0	11	-10	-0.2	-4
N/C(=N\OS(=O)(=O)c1ccc(Cl)cc1)c1ccccn1	-3	-7	10	-3	5.1	1	·	·	·
CN1CCC(CC(C(=O)N2CCCC2)(c2ccccc2)c2ccccc2)C1 (configuration not stated)	-17	-2	0	-8	0.8	-7	·	·	·
CC(=O)NCc1nc2ccccc2n1Cc1ccccc1C	13	-12	2	-6	0.5	-7	-5	0.7	-3
COc1ccc(C(=O)Nc2ccccc2C(=O)NC(C)C)cc1OC	4	9	8	-4	1.5	-11	-1	-0.4	-6
Cc1ccc(Nc2nnc(SCC3CCCCO3)s2)cc1 (configuration not stated)	-1	7	0	-8	-0.6	8	-4	0.3	-8
COc1ccc(NC(=O)C(NC(=O)CC2NC(=O)NC2=O)c2ccccc2)cc1 (configuration not stated)	16	-5	6	-2	-0.1	9	-8	0.5	-2
COc1ccc(S(=O)(=O)Nc2ccccc2C(=O)NN2CCOCC2)cc1OC	3	-31	1	0	0.3	-15	-7	-0.3	-7
CC(C)(C)C(=O)NCC12C=CC(O1)C1C(=O)N(c3ccccc3)C(=O)C12 (configuration not stated)	-4	3	15	-3	0.0	-9	-11	0.5	-1
CC(=O)c1ccc(N2CCc3ccccc3C2)c([N+](=O)[O-])c1	29	-5	0	-3	7.6	-20	-10	-0.2	-6
COC(=O)[C@H](Cc1ccccc1)NC(=O)Cn1cnc2c(OCc3ccccc3)ncnc21	-14	0	2	0	0.3	15	-6	1.2	-2
Nc1cccc(Nc2nc(OC(C(F)(F)F)C(F)(F)F)nc(OC(C(F)(F)F)C(F)(F)F)n2)c1	20	-2	-2	-4	0.5	-10	-27	-2.1	-11
CCCn1nnnc1SCC(=O)NNC(=O)c1ccco1	0	16	7	-4	2.4	-11	-4	0.3	-2
O=C(Nc1cccc(NC(=O)c2cccs2)c1)c1ccc(Br)cc1	5	41	8	-6	3.8	-4	-25	0.1	8
CCc1ccc2[nH]c(=O)c(CN(Cc3ccc4c(c3)OCO4)C(=O)c3ccco3)cc2c1	·	19	6	·	·	·	-31	-0.2	-5
Cc1c2cnn(-c3ccccc3)c(=O)c2c(C)n1CCCC(=O)NCCN1CCN(C)CC1	-5	-1	0	-6	0.3	-10	-2	0.0	-1
COc1ccccc1C(=O)NCCC(=O)N1CC(=O)Nc2ccccc21	16	-2	9	-1	0.5	-8	0	1.2	-4
CCCC(=O)Nc1ccccc1-c1nnc(SC)[nH]c1=O	5	-19	5	-1	-0.1	28*	-3	0.8	-1
O=C(COC(=O)c1ccncc1)NCc1ccccc1	19	-30	-1	-2	0.2	-13	-7	0.1	-13
COCCCn1c(SCC(=O)NC2CCCCC2)nnc1-c1ccco1	-5	0	1	-4	0.0	16	-6	-0.1	-2
CCc1cc(-c2n[nH]c(C)c2-c2nc3ccccc3s2)c(O)cc1OCC(=O)NN	-9	-17	2	-4	0.4	-9	18	2.4	5
Nc1cccc(C(=O)O)c1	-2	-14	0	-2	0.7	3	-7	1.1	-5
O=C(O)c1cc(-c2cccs2)nn1-c1ccc(F)cc1	7	8	1	-11	0.5	-19	-3	-0.1	-24
CC1CCCCN1S(=O)(=O)c1cn(C)c(=O)n(C)c1=O (configuration not stated)	26	-5	3	-3	0.5	-17	12	1.2	3
COc1ccccc1C(=O)OCC(=O)Nc1ccccc1OC(F)F	-3	-21	3	-2	1.8	6	-7	-0.7	-3

Following part:
SMILES	CHO-K1 Ca PAM	TAAR1 antagonist	TAAR1 ag	M1 ag	M1 ag parental	CHO-K1 Ca antag	CHO parental Ca	V1R ag counter	OXTR potentiate
Cc1cccc(-c2cc3nc(C)cc(C)n3n2)c1	-15	12	2	-3	-0.6	21	-6	0.8	2
Cc1cc(C(=O)NCCN2CCOCC2)ccc1[N+](=O)[O-]	-2	-3	1	-6	-0.1	-12	-2	1.0	-20
O=C(CNCc1ccco1)Nc1ccccc1-n1cccc1	7	10	4	-3	0.7	-16	-9	1.0	1
FC(F)(F)c1cccc(Cn2c3[n+](c4ccc(C(F)(F)F)cc42)CCCCC3)c1	30	-24	1	-8	0.9	-15	-31	-1.1	-3
CCCC(=O)Nc1cccc(NC(=O)CN2CCN(c3ccccc3OC)CC2)c1	8	16	6	-1	0.3	-3	·	·	·
Cc1c(Cl)cccc1N1C(=O)C2ON(c3ccccc3)C(c3cccnc3)C2C1=O (configuration not stated)	14	6	8	-3	2.2	-4	-12	0.5	-8
